Source: PubChem (Broad Institute)
S100A4 MyoIIA = S100A4-myosin IIA interaction inhibition. S100A4/TAMRA-MyoIIA peptide fluorescence polarization. inhibition, % at 10.7 µM. 360,000 tested, 0.14% active. AID 652163;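 active means mean inhibition of at least 70% across replicates, with every replicate also reaching that level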
Target sequence (P26447 whole entry, looked up): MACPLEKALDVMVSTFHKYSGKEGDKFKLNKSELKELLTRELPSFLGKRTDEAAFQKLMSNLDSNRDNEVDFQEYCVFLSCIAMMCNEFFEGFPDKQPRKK
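Test system – S100A4 monomer (human) · Compound – single-point compound testing · Schedule – 5 min incubation before reading · Probe or stimulus – TAMRA-labelled myosin IIA heavy-chain peptide probe, 5 nM · Benchmarks – neutral control DMSO, positive control TFP · Medium – Calcium-containing HEPES buffer, pH 7.2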
RAD54 inh = blocks human RAD54 Holliday junction branch migration | Q92698 | FAM/BHQ fluorescence | inhibition, % at 10.4 µM | 360,000 tested, 0.14% active;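 active means mean normalized replicate activity at least 40 and at least half of replicates scoring 40 or more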;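 further: 0% = median of neutral control wells and 100% = median of positive control wells; inhibitors cause a drop in the FAM fluorescence signal; in these data hits start at about 50%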
Target sequence (Q92698 whole entry, looked up): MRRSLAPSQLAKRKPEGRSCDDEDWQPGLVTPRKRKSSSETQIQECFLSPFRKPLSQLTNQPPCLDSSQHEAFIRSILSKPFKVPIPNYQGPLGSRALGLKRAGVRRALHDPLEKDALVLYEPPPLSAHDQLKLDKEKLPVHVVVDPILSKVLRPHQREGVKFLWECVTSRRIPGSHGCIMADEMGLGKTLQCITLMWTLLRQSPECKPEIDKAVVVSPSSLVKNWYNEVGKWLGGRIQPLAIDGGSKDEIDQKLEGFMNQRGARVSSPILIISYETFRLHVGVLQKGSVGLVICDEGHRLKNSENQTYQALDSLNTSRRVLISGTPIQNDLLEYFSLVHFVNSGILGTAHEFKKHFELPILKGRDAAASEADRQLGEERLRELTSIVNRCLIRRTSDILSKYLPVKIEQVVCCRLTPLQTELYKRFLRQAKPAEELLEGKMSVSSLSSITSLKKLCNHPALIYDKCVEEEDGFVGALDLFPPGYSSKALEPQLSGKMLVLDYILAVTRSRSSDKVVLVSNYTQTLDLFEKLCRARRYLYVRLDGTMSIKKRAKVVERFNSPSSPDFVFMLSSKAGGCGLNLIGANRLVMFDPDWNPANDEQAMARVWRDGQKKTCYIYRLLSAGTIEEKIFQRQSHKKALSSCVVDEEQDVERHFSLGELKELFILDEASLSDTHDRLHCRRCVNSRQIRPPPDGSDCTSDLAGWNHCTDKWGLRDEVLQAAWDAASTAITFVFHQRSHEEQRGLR
E-selectin induc = induces E-selectin expression in human endothelial cells; activation, % at 7.58 µM; P16581; HUVEC E-selectin immunofluorescence imaging; normalized: neutral wells 0, TNF-alpha wells 100; AID 686992; 260,000 tested, 0.37% active;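 active means mean E-selectin-positive cell signal at least 10% of the positive control, reached in at least 60% of replicates, without over 20% cell loss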;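 further: in these data hits start at about 27%; measured in HUVEC primary endothelial cells; signal is the percent of cells scored E-selectin positive by PE staining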
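Assay system: HUVEC, human umbilical vein endothelial cells / Amount: 3,000 HUVEC/well / Controls: TNF-alpha positive control, DMSO neutral control / Compound dosing: single concentration / Medium: EGM-2 over gelatin coat / Evaluation: percent E-selectin-positive cells / Signal: immunofluorescence imaging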
esBAF inh = inhibitors of esBAF chromatin remodeling in mouse ES cells | Bmi1-luciferase knock-in reporter, 24 h; 100% = twice the neutral-well signal | reporter increase, % at 12.5 µM | 350,000 tested, 2% active; in the data active means activation above about 40%;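 further: 0% = median of the plate's neutral control wells and 100% = double that signal; a rise in the Bmi1 reporter signal indicates esBAF inhibition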
EWS-Fli inh = EWS/Fli transcriptional activity inhibition; A673 NR0B1-luciferase reporter, viability-normalised; inhibition, % at 12.6 µM; 350,000 tested, 0.67% active;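 active means mean inhibition of at least 50% after viability correction, with every replicate also passing that limit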;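 further: firefly luciferase signal divided by Alamar Blue viability fluorescence both relative to DMSO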
Xi reactivation = activators of X-chromosome reactivation in mouse fibroblasts; XiGFP mouse fibroblasts, % GFP-positive cells imaging, 3 d; cells co-treated with 5-aza-dC sensitizer; scaled so ellipticine positive control = 100%; activation, % at 7.58 µM; 360,000 tested, 0.055% active; AID 743238;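 active means mean normalized replicate activation at least 10% and every replicate at or above 10%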;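 further: 0% = median of on-plate neutral control wells and 100% = ellipticine 6 µM median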
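System: XiGFP fibroblasts, SV40-immortalized. Medium: DMEM plus 5-aza-dC sensitizer. Doses: single point. Timing: 3 d treatment, 15 min room-temperature fixation. Control set: ellipticine 6 µM.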
FN deposition inh = fibronectin deposition inhibition; AH1F fibroblasts, Alexa488-fibronectin deposition fluorescence, overnight; inhibition, % at 12.6 µM; 350,000 tested, 0.086% active; AID 743247;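 active means mean inhibition across replicates of 30% or more, regardless of how many single replicates reach that level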;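 further: positive control wells lacked labelled fibronectin entirely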
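Material – AH1F fibroblast monolayer, labelled fibronectin deposition · Reagent – labelled fibronectin 24 nM · Timing – 1 h adhesion, overnight exposure · Measured by – fluorescence at 485 nm excitation, 525 nm emission · Read-out – inhibition of fibronectin deposition signal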
RAD52 anneal inh = inhibitors of human RAD52 DNA annealing; recombinant RAD52 DNA annealing, FRET fluorescence; inhibition, % at 18.7 µM; 360,000 tested, 0.46% active; AID 651710;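 active means every replicate showing at least 50% inhibition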
* marks the source's active call; other numbers are inactive results; x = no result given.

The opening 4 compounds (preview)
Values run as follows: S100A4 MyoIIA	RAD54 inh	E-selectin induc	esBAF inh	EWS-Fli inh	Xi reactivation	FN deposition inh	RAD52 anneal inh
#1 O=C(Cn1nnc(-c2ccccc2)n1)N/N=C/c1ccc(-c2ccc(Cl)cc2)o1
→ x	0	-1.5	x	x	0.0	1	x
#2 C[C@H]1CN([C@@H](C)CO)S(=O)(=O)c2ccc(-c3ccc(C(=O)N(C)C)cc3)cc2O[C@H]1CN(C)C(=O)Cc1ccccn1
→ 0	-3	0.4	-7	-3	-0.8	x	11
#3 Cc1ccnc(SCc2cn3c(C)cccc3n2)n1
→ 2	x	x	x	-48	0.0	x	-8
#4 COc1ccc(-c2csc3ncn(-c4ccc(C)cc4)c(=O)c23)cc1OC
→ 1	-1	4.3	-13	-4	0.0	-2	4

The list itself, from the start:
Values run as follows: S100A4 MyoIIA	RAD54 inh	E-selectin induc	esBAF inh	EWS-Fli inh	Xi reactivation	FN deposition inh	RAD52 anneal inh
#1 O=C(Cn1nnc(-c2ccccc2)n1)N/N=C/c1ccc(-c2ccc(Cl)cc2)o1
→ x	0	-1.5	x	x	0.0	1	x
#2 C[C@H]1CN([C@@H](C)CO)S(=O)(=O)c2ccc(-c3ccc(C(=O)N(C)C)cc3)cc2O[C@H]1CN(C)C(=O)Cc1ccccn1
→ 0	-3	0.4	-7	-3	-0.8	x	11
#3 Cc1ccnc(SCc2cn3c(C)cccc3n2)n1
→ 2	x	x	x	-48	0.0	x	-8
#4 COc1ccc(-c2csc3ncn(-c4ccc(C)cc4)c(=O)c23)cc1OC
→ 1	-1	4.3	-13	-4	0.0	-2	4
#5 CN(CCc1ccccc1)C(=O)c1[nH]c(C(F)(F)F)nc1-c1ccccc1
→ -5	0	0.0	-1	6	0.0	0	-9
#6 CCCNC(=O)N1[C@H](CNC(=O)c2ccc(F)cc2)[C@@H](c2ccccc2)[C@@H]1CO
→ -11	3	0.0	-1	-2	0.1	8	-62
#7 CCCN(CCC)Cc1cc(=O)oc2cc(C)c(C)cc12
→ 3	4	-0.1	-3	-13	0.0	7	-10
#8 CN(C)CCNC(=O)c1c(O)c2c([nH]c1=O)CCCC2
→ 0	0	x	9	16	x	x	-10
#9 O=S1(=O)N[C@@H](Cc2ccccc2)COc2cc(N3CCC[C@H]3CO)ccc21
→ -2	x	5.4	x	9	0.0	1	-38
#10 CC1NC(=O)NC1CCCCCC(=O)Nc1ccc(F)cc1 (stereo unspecified)
→ -2	x	-0.3	x	-1	0.1	-2	-17
#11 CCCNC(=O)c1cc(C2CCCCN2C(=O)c2ccc(OC)cc2)on1 (stereo unspecified)
→ 0	0	0.5	-1	-4	0.1	10	3
#12 Cc1ccc(NC(=O)CN2CC(C)SC2=NC2CCCCC2)cc1 (stereo unspecified)
→ -6	-1	0.9	-2	-4	0.1	-6	-9
#13 Cc1ccnn1CC(=O)N/N=C/c1cn[nH]c1-c1ccccc1
→ -19	x	-0.6	x	2	0.4	-5	-6
#14 COc1cc(C2NC(=O)NC(C)=C2C(=O)OC2CCC(C)CC2)ccc1O (stereo unspecified)
→ -4	-2	x	2	10	-0.2	4	-12
#15 O=C(NCC1CC1)[C@@H]1[C@@H](CO)[C@@H]2Cn3c(ccc(-c4ccncc4)c3=O)[C@H]1N2CC1CC1
→ 22	10	-1.7	2	-1	0.6	x	-8
#16 Cc1ccc(C(CNS(=O)(=O)c2ccccc2)N2CCN(C)CC2)cc1 (stereo unspecified)
→ -3	-4	x	-6	-12	0.3	9	5
#17 Cc1ccc(S(=O)(=O)ON2C(=O)c3cccc4cccc(c34)C2=O)cc1
→ 2	5	1.6	-5	-16	0.0	-1	-29
#18 CCCn1c(SCC(=O)N2CCCC2=O)nc2ccccc2c1=O
→ 5	9	0.3	-4	7	0.4	5	0
#19 C[C@H]1CN([C@@H](C)CO)C(=O)Cc2cc(NC(=O)Nc3ccccc3)ccc2O[C@@H]1CN(C)Cc1ccc(Oc2ccccc2)cc1
→ 23	7	0.3	-1	5	0.1	x	10
#20 C[C@H]1CN([C@@H](C)CO)C(=O)Cc2cc(NC(=O)NC3CCCCC3)ccc2O[C@@H]1CN(C)CC1CCCCC1
→ -18	-4	0.2	-3	20	-1.1	x	16
#21 O=S(=O)(Cc1ccccc1)NCC[C@@H]1CC[C@@H](NS(=O)(=O)c2ccccc2)[C@H](CO)O1
→ -5	10	0.0	2	3	-0.3	x	-20
#22 Cc1cc(C)n2nc(SC(C)C(=O)N3CC(C)OC(C)C3)nc2n1 (stereo unspecified)
→ 1	-3	0.0	3	-5	0.0	-15	-4
#23 COc1cccc(-c2nc(CS(=O)(=O)CC(=O)NC3CC3)c(C)o2)c1
→ -3	5	x	3	1	0.1	0	1
#24 O=C(c1ccccc1)N1CC(=O)N2[C@H](CO)[C@@H](c3ccc(C#Cc4ccccc4)cc3)[C@H]2C1
→ 49	x	0.2	x	x	0.5	x	-58
#25 O=S(=O)(Cc1ccc(Cl)cc1)N1CCCCCC1
→ -19	2	-0.7	3	x	0.0	x	-6
#26 Cc1oc(C(C)(C)C)cc1C(=O)N1CCN(C(c2ccccc2)c2ccccc2)CC1
→ 3	x	-0.1	2	10	-0.1	-9	-14
#27 COc1ccc(C#Cc2ccc3c(c2)O[C@H](CN(C)C(=O)c2ccccn2)[C@@H](C)CN([C@H](C)CO)S3(=O)=O)cc1
→ -2	6	0.0	-4	-1	-0.8	x	-35
#28 COc1ccc2nc(SCC(C)=O)c(C#N)cc2c1
→ x	9	x	9	x	0.0	-6	x
#29 OC(c1ccccc1)(c1ccccc1)C1CCN(CCCOc2cccc(OC(F)(F)F)c2)CC1
→ 1	x	-0.2	x	15	-0.1	1	4
#30 CCOC(=O)CSc1cc(C(F)(F)F)nc(-c2ccccn2)n1
→ 0	-2	x	-6	x	x	x	-5
#31 Cc1cccc(-n2ncc3c2CCCC3NC(=O)C2(C(N)=O)CC2)c1C (stereo unspecified)
→ -18	-9	x	x	x	0.1	-1	2
#32 COc1cc(CCC(=O)OCC(=O)Nc2cccc(S(=O)(=O)N(C)C)c2)cc(OC)c1OC
→ -3	x	3.1	x	-22	0.4	-6	2
#33 O=C(NCC[C@H]1CC[C@@H](NS(=O)(=O)c2cccc(F)c2)[C@H](CO)O1)c1cnccn1
→ 5	2	0.1	2	2	-0.1	1	-8
#34 CN(C)C(=O)c1cccc(-c2ccc3n(c2=O)C[C@@H]2[C@@H](CO)[C@H](C(=O)NCC(F)(F)F)[C@H]3N2C)c1
→ 4	-2	-0.4	1	1	0.0	x	12
#35 CC(=O)Nc1ccc(C(=O)OCC(=O)N2CCCC2)cc1
→ -9	-30	6.1	-3	-6	-0.1	-1	-8
#36 C[C@@H]1CN([C@H](C)CO)C(=O)c2cc(NS(=O)(=O)c3cccs3)ccc2O[C@@H](C)CCCCO[C@H]1CN(C)C(=O)Nc1ccc(F)cc1
→ 52	-3	0.2	-3	-1	-0.1	x	-23
#37 C[C@H](O)C#Cc1ccc([C@H]2[C@H](CO)N3CCCCN(S(=O)(=O)c4ccccc4)C[C@@H]23)cc1
→ 1	9	-0.6	x	7	0.0	x	-1
#38 C/C(Cc1ccccc1)=N\NC(=O)CNC(=O)Cc1ccccc1
→ 6	x	1.8	x	10	0.3	-5	-8
#39 CC1CCCCN1C(=O)COC(=O)c1ccc2c(c1)C(=O)N(Cc1ccco1)C2=O (stereo unspecified)
→ -1	2	x	-2	-6	0.3	8	-12
#40 C[C@H](CO)N1C[C@H](C)[C@@H](CN(C)C(=O)c2ccncc2)OCCCC[C@H](C)Oc2ccc(NS(=O)(=O)c3ccccc3)cc2C1=O
→ -8	-12	-0.1	0	-6	-1.2	x	0
#41 O=C(c1ccc(Cl)c(Cl)c1)N1CCC(=O)N([C@H](COCc2ccccc2)Cc2ccccc2)CC1
→ 2	x	1.7	x	25	0.0	12	5
#42 COc1ccc(C2CC(c3ccccc3)=NN2C(=O)COC(=O)c2nc3nc(C)cc(C)n3n2)cc1 (stereo unspecified)
→ 1	x	x	x	-4	0.5	-3	-11
#43 COC(=O)c1sccc1NC(=O)CSCCc1ccccn1
→ -3	1	-0.1	3	11	0.1	-1	-3
#44 CO[C@H]1CN(C)C(=O)c2cc(NC(=O)c3ccccc3F)ccc2OC[C@H](C)N(C(=O)c2ccccc2F)C[C@@H]1C
→ 2	-10	-0.2	-3	-4	-0.3	-5	4
#45 C[C@H](CO)N1C[C@H](C)[C@@H](CN(C)S(=O)(=O)c2ccc(-c3ccccc3)cc2)OCc2cnnn2CCCC1=O
→ 3	0	-0.1	2	4	0.4	1	25
#46 C=CC[C@@]1(C(=O)NCCCOC)N=C(c2ccc(OCCCO)cc2)O[C@@H]1c1ccccc1
→ 5	-8	x	x	0	x	x	9
#47 CN(C)c1ccc(-c2ccnc3c2CC(C)(C(=O)NCC2CCOCC2)O3)cc1 (stereo unspecified)
→ 1	-8	1.1	-3	7	0.0	x	-8
#48 Cc1ccc(-c2ccc3c(c2)O[C@@H](CN(C)Cc2cccnc2)[C@@H](C)CN([C@@H](C)CO)S3(=O)=O)cc1
→ 0	-1	-0.9	-5	19	-1.1	-2	-6
#49 CCc1nc2ccc(C(=O)NCc3ccc(C)o3)cc2nc1CC
→ -7	x	-0.2	x	x	0.0	4	-10
#50 Cc1ccc(NNC(=O)c2cc(C(C)(C)C)nn2Cc2ccccc2)cc1
→ -2	2	2.6	-12	-3	0.0	8	-14
#51 COCCNC(=O)C[C@@H]1CC[C@H]2[C@@H](COC[C@H](O)CN2C(=O)c2cc(Cl)cc(Cl)c2)O1
→ -8	-2	0.0	-6	12	0.0	-3	-5
#52 O=C1NC(=O)C2(CCCc3ccc(N(CCO)CCO)cc32)N1 (stereo unspecified)
→ 1	x	-0.2	x	-10	-0.1	10	-54
#53 COc1cccc(-c2c(-c3cc(OC)cc(OC)c3)n(C)c3ccc(-c4ccc(OC)nc4)cc23)c1
→ 3	16	0.1	-5	-4	0.0	-4	-6
#54 C[C@@H]1CN([C@H](C)CO)C(=O)c2cc(NC(=O)Nc3cccc4ccccc34)ccc2O[C@H]1CN(C)Cc1ccc(-c2ccccc2)cc1
→ -10	-4	0.7	-5	-5	-0.4	x	-6
#55 CCC(C)(C)C1CCc2[nH]nc(C(=O)NCCN3CCOCC3)c2C1 (stereo unspecified)
→ 0	-14	-0.1	-3	8	0.1	8	32
#56 COc1ccc(NC(=O)NNC(=O)c2ccc(-c3ccccc3)cc2)c(OC)c1
→ -2	13	0.1	-8	x	-0.1	-2	-7
#57 C[C@@H]1CN([C@H](C)CO)C(=O)c2cc(C#Cc3ccccn3)cnc2O[C@@H]1CN(C)CC1CCCC1
→ x	x	-2.7	1	-8	1.7	-8	x
#58 Cc1ccc(S(=O)(=O)N/N=C/c2ccc(O)cc2O)cc1[N+](=O)[O-]
→ -7	7	-0.1	x	-5	-0.2	-4	-3

In the list so far, three contain a thiophene ring, fused or not:
Values run as follows: S100A4 MyoIIA	RAD54 inh	E-selectin induc	esBAF inh	EWS-Fli inh	Xi reactivation	FN deposition inh	RAD52 anneal inh
#4 COc1ccc(-c2csc3ncn(-c4ccc(C)cc4)c(=O)c23)cc1OC
→ 1	-1	4.3	-13	-4	0.0	-2	4
#36 C[C@@H]1CN([C@H](C)CO)C(=O)c2cc(NS(=O)(=O)c3cccs3)ccc2O[C@@H](C)CCCCO[C@H]1CN(C)C(=O)Nc1ccc(F)cc1
→ 52	-3	0.2	-3	-1	-0.1	x	-23
#43 COC(=O)c1sccc1NC(=O)CSCCc1ccccn1
→ -3	1	-0.1	3	11	0.1	-1	-3
